TCR-CD3 inh: human TCR-CD3 binding inhibition; TAMRA-labeled TCR probe fluorescence, biochemical; inhibition, % at 9.4 µM; 360,000 compounds, 0.37% hits; AID 651800; in the data active = inhibition above about 19%;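 note: recombinant mutant TCR 2C K166C tagged with TAMRA read by polarization; 0% = receptor in buffer alone and 100% = receptor with positive control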
UHRF1 binding: human UHRF1 methylated DNA binding inhibitors | Q96T88 | UHRF1 binding to methylated oligo, TR-FRET | inhibition, % at 4.4 µM | 370,000 compounds, 0.75% hits; in the data active = inhibition above about 21%;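 note: UHRF1 SRA domain binding a hemimethylated CpG hairpin DNA probe; 0% = median of test compound wells and 100% = reference inhibitor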
Rev-erbA mod: Rev-erb alpha (human) modulation; Rev-erbα–FITC-DNA binding, fluorescence polarization, 90 min; activity, % at 10 µM; 370,000 compounds, 0.79% hits;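 active = activity above about 14%, limit read from the data; passing the limit was not always enough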;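 note: 0% = DMSO wells with 35 nM protein and 100% = DMSO wells with 750 nM protein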
ABHD4 inh: inhibits mouse alpha/beta hydrolase domain 4; inhibition, % at 8.92 µM; 370,000 compounds, 0.54% hits; Q8VD66; purified mABHD4, FP-Rh probe fluorescence polarization;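 active = inhibition exceeding the mean over every tested compound plus 3 SD, cut at about 30% in these data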;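 note: 0% = plate median of compound wells and 100% = S159A mutant with DMSO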
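Assay system: Wild-type mouse ABHD4 protein | Medium: HEPES pH 7.0 buffer, 150 mM NaCl, 0.01% Pluronic F-127 | Incubation: Enzyme–compound pre-incubation 45 min, then probe 60 min, both 25 °C | Technique: Fluorescence polarization with parallel and perpendicular emission, 525/598 nm | Evaluation: % inhibition of FP-Rh probe binding versus controls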
HTRA1 inh: inhibitors of human serine peptidase HTRA1 | Q92743 | recombinant HTRA1, FP-rhodamine activity-based probe, fluorescence polarization | inhibition, % at 5.96 µM | 340,000 compounds, 0.5% hits | AID 504803; in the data active = inhibition above about 36%;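 note: 0% = enzyme with DMSO and 100% = wells lacking enzyme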
Target sequence (Q92743 whole entry, looked up): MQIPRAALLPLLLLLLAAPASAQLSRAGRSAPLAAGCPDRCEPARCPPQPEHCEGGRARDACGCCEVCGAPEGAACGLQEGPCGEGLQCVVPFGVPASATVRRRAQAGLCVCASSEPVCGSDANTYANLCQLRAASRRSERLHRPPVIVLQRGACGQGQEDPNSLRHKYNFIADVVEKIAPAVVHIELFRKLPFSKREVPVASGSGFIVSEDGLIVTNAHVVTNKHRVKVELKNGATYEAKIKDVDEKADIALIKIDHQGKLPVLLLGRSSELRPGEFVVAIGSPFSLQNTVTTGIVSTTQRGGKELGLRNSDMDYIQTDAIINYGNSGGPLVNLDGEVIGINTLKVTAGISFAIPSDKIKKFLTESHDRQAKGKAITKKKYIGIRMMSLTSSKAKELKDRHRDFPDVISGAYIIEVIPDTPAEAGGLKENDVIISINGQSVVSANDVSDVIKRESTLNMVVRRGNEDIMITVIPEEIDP
LEDGF integ inh: blocks HIV-1 LEDGF/p75-dependent DNA integration; TR-FRET IN-LEDGF/p75 DNA integration, Eu/Cy5; inhibition, % at 3.7 µM; 370,000 compounds, 0.64% hits; AID 743269;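 active = inhibition above the screen-wide mean plus 3 SD, cut at about 13% in these data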;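 note: signal is the Cy5 over europium emission ratio at 671 and 618 nm; 0% = plate median of compound wells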
PRMT1 FP inh: PRMT1 (human) inhibition, primary screen. inhibition, % at 2.79 µM. 370,000 compounds, 1.3% hits. recombinant PRMT1, activity-based probe fluorescence polarization;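 active = inhibition above about 21% made by adding two undisclosed values, limit read from the data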
Target sequence (Q99873 whole entry, looked up): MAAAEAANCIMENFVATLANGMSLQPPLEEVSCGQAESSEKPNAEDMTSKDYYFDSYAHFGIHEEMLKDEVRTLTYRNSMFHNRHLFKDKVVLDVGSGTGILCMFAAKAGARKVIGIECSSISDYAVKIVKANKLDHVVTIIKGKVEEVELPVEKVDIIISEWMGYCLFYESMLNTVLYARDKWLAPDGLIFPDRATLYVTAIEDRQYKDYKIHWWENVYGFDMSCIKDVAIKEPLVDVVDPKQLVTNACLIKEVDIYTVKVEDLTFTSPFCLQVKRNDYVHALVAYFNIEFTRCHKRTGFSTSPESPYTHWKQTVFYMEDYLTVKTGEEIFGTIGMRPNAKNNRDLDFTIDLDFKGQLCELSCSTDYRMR
MBD2 DNA inh: blocks human MBD2 binding to methylated DNA; Q9UBB5; TR-FRET, MBD2 binding to methylated oligonucleotide; inhibition, % at 4.4 µM; 370,000 compounds, 0.31% hits; AID 686964; in the data active = inhibition above about 13%
rCAG binder: molecules binding r(CAG) RNA repeats. inhibition, % at 3 µM. 370,000 compounds, 1.3% hits. r(CAG) RNA repeat, TO-PRO-1 dye displacement fluorescence. AID 651821;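 active = inhibition above the plate cutoff, the mean of all test compounds on that plate plus 3 SD, cut at about 35% in these data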;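 note: 0% = DMSO alone and 100% = 100 µM mitoxantrone as full dye displacement; higher means more dye released from RNA so lower well fluorescence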
PG9 binder: binds the HIV-1 gp120 antibody PG9. inhibition, % at 6.7 µM. 360,000 compounds, 0.43% hits. TR-FRET gp120-PG9 antibody binding; in the data active = inhibition above about 8.5%
Starred values were filed as active, the others as inactive; x = no result given. An excerpt. The share of hits here may be higher or lower than overall.

| structure | TCR-CD3 inh | UHRF1 binding | Rev-erbA mod | ABHD4 inh | HTRA1 inh | LEDGF integ inh | PRMT1 FP inh | MBD2 DNA inh | rCAG binder | PG9 binder |
| --- | --- | --- | --- | --- | --- | --- | --- | --- | --- | --- |
| CC1(C)OC(=O)C2=C(C[C@@H](C3CCCCC3)O[C@H]2c2ccc(Cl)cc2)O1 | 0 | -2 | 2 | 6 | x | -1 | 2 | -1 | 0 | -1.0 |
| CCCCOc1ccc(NC(=O)C(=O)NCCC2=CCCCC2)cc1 | 1 | -1 | 10 | -2 | -1 | 3 | -3 | -1 | 1 | 1.1 |
| O=S(=O)(c1ccc(-c2csc(Nc3ccc(Br)cc3)n2)cc1)N1CCCC1 | -3 | 3 | -6 | -2 | -18 | -1 | 0 | 2 | 8 | 1.4 |
| O=C1Cc2cc(S(=O)(=O)N3CCCCC3)ccc2N1 | 2 | -2 | 1 | 4 | -6 | 0 | -2 | -4 | 8 | -1.5 |
| CCc1ccc(NC(=O)CSc2nc(CSc3ccc(C)cc3)cc(=O)[nH]2)cc1 | -2 | -2 | -8 | -12 | -24 | 5 | -6 | -6 | 17 | -2.0 |
| COC(=O)[C@]12CCCCC=C1N(Cc1ccc(Cl)cc1Cl)C(=O)[C@H](CC(=O)N1CCCCC1)C2 | -1 | 0 | -4 | 4 | x | 2 | -3 | -1 | 6 | -0.8 |
| CC(Sc1nc(N)cc(=O)[nH]1)C(=O)Nc1nc2c(s1)CCCC2 (stereo not drawn) | 4 | 1 | 2 | 0 | 0 | -1 | -6 | -4 | 1 | -2.2 |
| Cc1ccc2cc(C)c(SCC(=O)NCc3ccco3)nc2c1 | 5 | 1 | 1 | -12 | -25 | 3 | 2 | -1 | 5 | -2.9 |
| COc1cccc(NC(=O)c2ccccc2OCc2c(C)noc2C)c1 | 1 | 1 | 3 | 7 | -10 | 0 | 2 | 3 | -5 | 0.5 |
| COc1ccc(N2C(=O)CS/C2=C\[N+](=O)[O-])cc1 | -8 | -4 | 0 | 30* | 6 | 1 | 3 | 0 | 22 | -0.2 |
| CCCCCc1c(C)nc(N2CCc3ccccc32)[nH]c1=O | -5 | 6 | 2 | -7 | 4 | -13 | 1 | -1 | 4 | 4.3 |
| O=C(/C=C/c1ccc2c(c1)OCCCO2)c1ccc2ccccc2c1O | -2 | 3 | -1 | 1 | -6 | 1 | 1 | -3 | 1 | 0.0 |
| CN1CCN(C(=O)c2ccc(C(C)(C)C)cc2)CC1 | -5 | 5 | -2 | -5 | 3 | 2 | 1 | 5 | 1 | -0.8 |
| O=C(NCc1cccnc1)/C(=N\O)c1ccccc1 | 8 | 0 | -1 | 4 | 8 | 0 | -2 | 4 | 1 | -2.0 |
| CC(C)(C)OC(=O)C(Cc1ccc(OC(C)(C)C)cc1)NC(=O)CNC(=O)CNC(=O)OCc1ccccc1 (stereo not drawn) | -4 | 2 | -5 | 2 | 5 | -1 | -2 | 0 | -12 | -0.3 |
| CCCCNC(=O)c1ccc2c(c1)N(CC)C(=O)c1ccccc1S2(=O)=O | -6 | 1 | 1 | -1 | -2 | -4 | 3 | 0 | 0 | -0.4 |
| CCOc1cc(C(=O)Nc2ccc(NC(C)=O)cc2)ccc1OCC(=O)N1CCCCC1 | -3 | 3 | 2 | -14 | -2 | -1 | 2 | 8 | -3 | 0.6 |
| COc1ccc(C(C)(C)C)cc1NC(=O)COC(=O)c1cc(SC)ccc1Cl | -7 | 7 | -3 | -5 | -39 | 0 | -1 | 2 | 9 | -2.0 |
| COc1cc2c(cc1OC)C(C(=O)N(C)Cc1ccccc1)C(c1cccnc1)N(C)C2=O (stereo not drawn) | 8 | 38* | 0 | 0 | -2 | 3 | 0 | 3 | -8 | -1.9 |
| Cc1cccc(C(=O)NNC(=O)CCC(=O)Nc2cccc(Cl)c2C)c1 | -2 | 2 | 5 | 1 | 5 | -8 | 5 | 1 | -5 | 1.4 |
| CC(=O)OCCN(Cc1ccccc1)Cc1ccc2c(c1)OCO2 | 1 | 1 | 2 | 0 | -7 | 0 | 2 | 0 | -1 | -2.4 |
| OCCN1CCOCCOc2ccccc2OCCOCC1 | 1 | -3 | 4 | 7 | 3 | -1 | 0 | 0 | -4 | -0.3 |
| CC(=O)CCc1c(C)[nH]c2ccccc2c1=O | 2 | 4 | -6 | -1 | 1 | 2 | 3 | -1 | 4 | 0.1 |
| COc1ccccc1NC(=O)C1CCN(c2ncccn2)CC1 | -5 | 0 | -1 | -6 | 9 | 1 | -4 | -1 | 0 | 1.2 |
| CCCc1c(C(=O)OCC)sc(N)c1C#N | 4 | -1 | 15 | 2 | 4 | -1 | 0 | -2 | -7 | -1.1 |

(list continues)
| structure | TCR-CD3 inh | UHRF1 binding | Rev-erbA mod | ABHD4 inh | HTRA1 inh | LEDGF integ inh | PRMT1 FP inh | MBD2 DNA inh | rCAG binder | PG9 binder |
| --- | --- | --- | --- | --- | --- | --- | --- | --- | --- | --- |
| CN(C)CCCN(C(=O)C1COc2ccccc2O1)c1nc2cc3c(cc2s1)OCO3 (stereo not drawn) | 7 | 0 | 1 | 0 | 6 | -6 | 0 | -7 | 2 | -1.5 |
| Cc1cccc(C(=O)NCc2nnc3c4ccccc4c(-c4ccccc4)nn23)c1 | -3 | 5 | -8 | -8 | 7 | -1 | 5 | 2 | 3 | 2.5 |
| COc1ccc(S(=O)(=O)N2C[C@H]3CON(C)[C@H]3C[C@H]2c2ccc(-c3cc4ccccc4o3)cc2)cc1 | 2 | 1 | 3 | -10 | -29 | 8 | -2 | 1 | 10 | -0.3 |
| C[C@H](NC(=O)Cc1cccc2ccccc12)C(=O)N1CCCN(C)CC1 | -2 | 0 | -3 | 1 | -1 | 0 | 4 | -1 | 3 | -0.6 |
| COc1ccc([C@H]2C[C@@H](O)[C@H](n3cc(COC(=O)c4ccccc4)nn3)CN2CC2CCCCC2)cc1 | 6 | 2 | -4 | -20 | -61 | -2 | 4 | 4 | 5 | -1.4 |
| COc1ccc(-n2c(-c3ccco3)n[nH]c2=S)cc1 | 5 | -2 | -2 | 6 | 7 | -2 | 0 | 1 | 5 | 5.2 |
| Cc1oc2c(Cl)c(Cl)c(O)c(CN(C)C)c2c1C(=O)c1ccc(Cl)cc1 | 1 | -5 | 6 | 14 | 1 | 4 | 0 | -4 | -2 | 0.9 |
| CCOc1cc(N2CCOCC2)c(OCC)cc1NC(=O)c1ccc2ncsc2c1 | -1 | -3 | -5 | 8 | -5 | 4 | 3 | -5 | 0 | -0.9 |
| Cc1ccc(Cn2c(=O)c3c(ncn3C)n(C)c2=O)cc1 | 9 | 0 | -4 | 6 | 2 | 1 | 4 | -3 | 0 | -1.7 |
| CCN1C(=O)N(c2ccc(Cl)cc2)C(C)=CC1(C)C | 2 | -2 | -6 | 2 | 7 | -2 | 1 | 2 | 0 | -1.6 |
| Cc1ccc(NC(=O)c2cccc(C(F)(F)F)c2)cc1NC(=O)c1[nH]cnc1C(N)=O | 2 | -2 | -2 | -1 | -20 | -5 | 0 | -2 | 2 | 0.0 |
| O=C(c1ccccc1[N+](=O)[O-])N1CCCC(C(=O)N2CCCCCC2)C1 (stereo not drawn) | 0 | -1 | -6 | 3 | -1 | 3 | -2 | -3 | -3 | -1.5 |
| CC(C)n1nc(C(=O)OCn2nnc3ccccc3c2=O)c2ccccc2c1=O | 8 | 5 | 2 | 5 | -2 | -6 | 3 | -1 | -1 | 0.8 |
| C=CCc1cccc(CNc2nc3ccccc3n2CCC)c1O | -3 | 3 | 0 | -4 | -2 | 2 | 2 | 0 | 2 | 0.2 |
| COc1ccc(N2C(S)=C(C#N)C(=O)NC23CCCCC3)cc1 | -2 | 0 | 8 | 4 | -2 | 2 | -2 | 6 | 1 | -0.6 |
| Cc1[nH]c2ccccc2c1C1C(c2ccccc2)=NN=C(C(C)C)N1O (stereo not drawn) | -5 | 0 | -4 | -10 | -3 | 4 | 20 | -1 | 4 | 2.1 |
| C=CCn1c(COc2ccc(Cl)cc2)nnc1SCC(=O)c1c(N)n(C)c(=O)n(C)c1=O | -7 | 7 | 24* | -9 | 1 | -1 | 9 | 4 | 2 | -0.3 |
| CC(C)CN(C)Cc1c(C(=O)N2CCc3ccccc3C2)nc2ccc(Cl)cn12 | -9 | 1 | 4 | 7 | -3 | -7 | 5 | -5 | -11 | -1.0 |
| COC(=O)C1=C(C)N(Cc2cccnc2)C(=O)/C1=C\c1sccc1C | 0 | 2 | -2 | 1 | -4 | -1 | 4 | 3 | -1 | -0.4 |
| CC(=O)c1c(C(C)=O)c(C)n(-c2cccc3cccnc23)c1C | 1 | -1 | -2 | 0 | 3 | -1 | 1 | 4 | -1 | -0.8 |
| Cc1c(Cl)c(C(=O)N2CCCCCC2)nn1C | 5 | 0 | -3 | 1 | 9 | -1 | -1 | 0 | -4 | -1.9 |
| COC(=O)c1ccccc1S(=O)(=O)Oc1ccc(-c2ccc(C(=O)O)cc2)cc1 | 8 | 1 | 6 | -7 | -3 | 2 | 0 | 3 | 20 | 0.8 |
| CCN(CC)S(=O)(=O)c1ccc(-c2nnc(SCC(=O)Nc3ccc(OC)cc3)o2)cc1 | 5 | 2 | -1 | -2 | -1 | -4 | -3 | -5 | 16 | -0.1 |
| CCCCn1c(N)c(N(CCC(C)C)C(=O)COC(=O)c2ccc([N+](=O)[O-])s2)c(=O)[nH]c1=O | -1 | 0 | -5 | 3 | 35 | 1 | 3 | -4 | 2 | -1.6 |
| O=S(=O)(c1ccccc1)c1ncc(C(F)(F)F)cc1Cl | 6 | -1 | -2 | 1 | -9 | -2 | 2 | -5 | -2 | -1.8 |
| CC(C)(C)OC(=O)NOCC(=O)N(Cc1ccccc1)CC(O)COc1ccccc1 (stereo not drawn) | -3 | 3 | -3 | -8 | -6 | -1 | 4 | 1 | -4 | 0.3 |

4 of these compounds in another layout.
Second line of a record – TCR-CD3 inh, UHRF1 binding, Rev-erbA mod, ABHD4 inh, HTRA1 inh, LEDGF integ inh, PRMT1 FP inh, MBD2 DNA inh, rCAG binder, PG9 binder
Cc1oc2c(Cl)c(Cl)c(O)c(CN(C)C)c2c1C(=O)c1ccc(Cl)cc1
  1, -5, 6, 14, 1, 4, 0, -4, -2, 0.9
CCOc1cc(N2CCOCC2)c(OCC)cc1NC(=O)c1ccc2ncsc2c1
  -1, -3, -5, 8, -5, 4, 3, -5, 0, -0.9
Cc1ccc(Cn2c(=O)c3c(ncn3C)n(C)c2=O)cc1
  9, 0, -4, 6, 2, 1, 4, -3, 0, -1.7
CCN1C(=O)N(c2ccc(Cl)cc2)C(C)=CC1(C)C
  2, -2, -6, 2, 7, -2, 1, 2, 0, -1.6

Quoted at random: 2 entries already listed
| structure | TCR-CD3 inh | UHRF1 binding | Rev-erbA mod | ABHD4 inh | HTRA1 inh | LEDGF integ inh | PRMT1 FP inh | MBD2 DNA inh | rCAG binder | PG9 binder |
| --- | --- | --- | --- | --- | --- | --- | --- | --- | --- | --- |
| Cc1[nH]c2ccccc2c1C1C(c2ccccc2)=NN=C(C(C)C)N1O (stereo not drawn) | -5 | 0 | -4 | -10 | -3 | 4 | 20 | -1 | 4 | 2.1 |
| CC(C)CN(C)Cc1c(C(=O)N2CCc3ccccc3C2)nc2ccc(Cl)cn12 | -9 | 1 | 4 | 7 | -3 | -7 | 5 | -5 | -11 | -1.0 |

Marked active in UHRF1 binding, among the entries above:
SMILES,TCR-CD3 inh,UHRF1 binding,Rev-erbA mod,ABHD4 inh,HTRA1 inh,LEDGF integ inh,PRMT1 FP inh,MBD2 DNA inh,PG9 binder
COc1cc2c(cc1OC)C(C(=O)N(C)Cc1ccccc1)C(c1cccnc1)N(C)C2=O (stereo not drawn),8,38*,0,0,-2,3,0,3,-1.9

Source: PubChem BioAssay (several laboratories)
